Assay outcomes deposited in PubChem BioAssay by National Center for Advancing Translational Sciences (NCATS).
HT1080-NT tox = kills 2HG-producing HT-1080-NT fibrosarcoma cells | HT-1080-NT fibrosarcoma viability, CellTiter-Glo ATP luminescence, 48 h | Potency, µM (highest dose often 46.1 µM), inactives show at the highest dose activity, negative = less viability, hits mostly cytotoxic | actives 1.6% (n = 360,000) | AID 686970;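 further: NT is the 2HG producing partner of a matched IDH1 knockdown line; potency means the concentration at half of the fitted maximal effect; 0% = DMSO-treated cells and -100% = media-only wells without cells; nearly all actives have a fitted effect of over 55% in size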
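Toxicity toward the 2HG-producing NT line was scored as %Activity, normalised to DMSO and no-cell wells, from CellTiter-Glo luminescence after 48 hours' treatment.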
SW480 rerep = induces DNA re-replication in SW480 colon adenocarcinoma cells; actives 1.8% (n = 340,000); Potency, µM (doses to about 46.1 µM), for inactives: at the highest dose re-replication activation, usual class: activators; SW480 DNA re-replication, Hoechst DNA content imaging, 48 h; AID 624297; further: potency means the concentration at half of the fitted maximal effect; % of control where 0% means no effect; nearly all actives have a fitted effect of over 55% in size
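Cells (250 per well) received 23 nL compound or DMSO by pin tool and were kept 48 hr at 37 C, 5% CO2. Nuclei were then stained with Hoechst for 40 min and scanned for DNA content.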
HepG2 viability = counter-screen for TGF-b inhibitors: cytotoxicity in HepG2 cells | HepG2 CAGA-GFP viability, ATP luminescence, 18 h | Potency, µM (doses to about 46.1 µM), for the others: top-dose activity change, negative = cytotoxicity, most hits filed as cytotoxic | actives 0.76% (n = 410,000) | AID 588856; further: potency means the concentration at half of the fitted maximal effect; some results filed as inactive show a strong effect at the top dose
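CellTiter-Glo luminescence gave cytotoxicity after 18 hours at 37 degrees C. The cells were HepG2 CAGA-GFP in 1% FBS DMEM, stimulated with 500 pg/mL TGF-beta after compound addition. %Activity was normalised to no-cell wells (complete cell-killing) and DMSO (no toxicity), and curves were fitted and classified.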
MCF10A rerep = DNA re-replication induction in MCF 10a cells. actives 2.9% (n = 350,000). Potency, µM (highest dose often 46.1 µM), without a hit: at the highest dose activity, positive = re-replication, hits mostly activators. MCF 10A DNA re-replication, Hoechst nuclear intensity, 48 h; further: potency means the concentration at half of the fitted maximal effect; % of control where 0% means no effect; nearly all actives have a fitted effect of over 50% in size
HT1080 IDH1KD tx = HT-1080 IDH1 knockdown cell toxicity (counter line). AID 686971. Potency, µM (highest dose often 46.1 µM), for the others: top-dose activity, negative = toxicity, most hits filed as cytotoxic. actives 2% (n = 360,000). HT-1080 IDH1 knockdown viability, ATP luminescence, 48 h;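 further: potency means the concentration at half of the fitted maximal effect; 0% = DMSO wells and -100% = cell-free medium wells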
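% activity derives from luminescence (CellTiter-Glo), normalised to DMSO and no-cell wells. HT-1080-IDH1KD cells, 750/well, had 48 h compound exposure at 37 °C.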
KB-3-1 cytotox = kills parental KB-3-1 adenocarcinoma cells; KB-3-1 viability, CellTiter-Glo ATP luminescence, 72 h; actives 1.4% (n = 400,000); Potency, µM (titrated, usually from 46.1 µM), without a hit: at the highest dose activity change, negative = cytotoxic, actives largely listed as cytotoxic; further: potency means the concentration at half of the fitted maximal effect; on the % scale 0 is the no-effect control and ±100 the full control effect; nearly all actives have a fitted effect of over 60% in size
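Viability of parental KB-3-1 cells, measured by CellTiter-Glo luminescence, followed a 72 h incubation at 37 °C with pinned compounds in phenol-red-free DMEM containing 10% FBS.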
IL-1B inflam inh = blocks inflammasome-driven IL-1 beta release; activity change, % at 57.5 µM; THP-1 LPS/ATP IL-1B secretion, AlphaLISA, 16 h; stronger effect = lower value; actives 4.7% (n = 360,000); AID 743279; in the data active means activity change below about -50%; inconclusive means mostly about -30% to -49%; further: on the % scale 0 is the no-effect control and ±100 the full control effect
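THP-1 cells pretreated 1 hr with compounds (up to 57.5 uM final), then stimulated with LPS (250 ng/mL final) plus ATP (1.25 mM final); secreted IL-1B measured by AlphaLISA after 16 hr, decreased signal indicating inhibition.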
S2 tox = viability counter-screen for ATXN expression inhibitors. S2 cells (HEK-293 line with an ATXN2-luciferase reporter) viability, CellTiter-Fluor protease fluorescence, 24 h. Potency, µM (series often up to 56.7 µM), hits mostly cytotoxic. actives 0.49% (n = 400,000). AID 651635; further: potency means the concentration at half of the fitted maximal effect; nearly all actives have a fitted effect of over 40% in size
ATXN2 expr inh = reduces ATXN2 reporter expression in HEK-293 cells. HEK-293 ATXN2-luciferase reporter, luminescence, 24 h. Potency, µM (doses to about 57 µM), inactives show at the highest dose activity change, negative = inhibition, most hits filed as inhibitors. actives 0.72% (n = 360,000); further: potency means the concentration at half of the fitted maximal effect; on the % scale 0 is the no-effect control and ±100 the full control effect; nearly all actives have a fitted effect of over 55% in size
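ATXN2-luciferase reporter cells (luciferase flanked by upstream and downstream ATXN2 gene portions) were treated 24 h at 37 °C with compounds at up to 57 uM. SteadyGlo luminescence gave expression; GF-AFC fluorescence gave viability.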
* hit, by the source's call; i = inactive; ? = inconclusive; . = no result given; [ ] = dose if it differs, or a comment. Unless noted, the call rests on the fitted dose curve; in most records, active means well fitted curve in the direction sought with a large enough effect; inconclusive means small, poorly fitted or top-dose-only effect, or another doubt; inactive means no such curve, though single readings can be large; an effect the other way counts as inactive or inconclusive.

[1] COc1ccc(NC(=O)c2sc(NC(=O)COc3ccccc3)nc2C)cc1
[2] O=C(NCCOc1ccccc1)c1cccc(S(=O)(=O)N2CCN(Cc3ccccc3)CC2)c1
[3] CC(C)(C)c1cc(C(=O)NCc2ccccc2)ccn1
[4] CC(=O)c1ccc(S(=O)(=O)Nc2ccc(C(=O)NCC(c3ccco3)N3CCCC3)cc2)cc1 (configuration not stated)
[5] O=C(Nc1nnc(C(F)(F)F)s1)c1ccc(N2C(=O)C3C4C=CC(C4)C3C2=O)cc1 (configuration not stated)
[6] COc1ccccc1NC(=O)C1=C(C)NC(SCC(=O)Nc2ccc(C(=O)O)cc2)=C(C#N)C1c1cccs1 (configuration not stated)
Assay by compound	1	2	3	4	5	6
HT1080-NT tox	-27%	-18%	-5%	1%	?	-5%
SW480 rerep	10%	.	0%	.	-5%	1%
HepG2 viability	-15%	-13%	-29%	-4%	-10%	1%
MCF10A rerep	-4%	.	-1%	.	5%	-3%
HT1080 IDH1KD tx	0%	-21%	-17%	-2%	-21%[9.24 µM]	-10%
KB-3-1 cytotox	-12%	-13%	0%	5%	-31%	11%
IL-1B inflam inh	17	-15	14	-9	10	26
S2 tox	i	i	i	i	i	i
ATXN2 expr inh	22%	.	4%	.	15%	5%

[7] O=C(c1cc(S(=O)(=O)N2CCC3(CC2)OCCO3)ccc1F)N1CCCCC1
[8] Cc1nnnn1-c1cccc(C(=O)O)c1
[9] O=C(Nc1ccc(Oc2ccccc2)cc1)c1ccc(Cn2c(=O)[nH]c3ccsc3c2=O)cc1
[10] CC(C)CNS(=O)(=O)c1ccc(CCC(=O)NCc2cccnc2)cc1
[11] CCOc1ccc(CN2CCNC(=O)C2CC(=O)NC2CCCCCC2)cc1 (configuration not stated)
[12] CCOC(=O)CSCC(=O)Nc1ccc(S(=O)(=O)N2CCCCC2)cc1
Assay by compound	7	8	9	10	11	12
HT1080-NT tox	-1%	-3%	-15%	-8%	7%	-10%
SW480 rerep	-3%	-4%	-4%	2%	-2%	-5%
HepG2 viability	-7%	-1%	-72%	-11%	1%	-41%
MCF10A rerep	0%	2%	?	1%	5%	2%
HT1080 IDH1KD tx	0%	6%	-25%	-2%	3%	-4%
KB-3-1 cytotox	-7%	8%	-24%	-3%	-1%	10%
IL-1B inflam inh	-60*	0	30	0	5	?
S2 tox	i	i	i	i	?	i
ATXN2 expr inh	-12%[11.3 µM]	6%	-9%	-2%	4%	1%

[13] Cc1ccccc1C(=O)Nc1ccc(N2CCCC2)cc1
[14] COCCOC(=O)C1=C(C)N=C2SCCC(=O)N2C1c1ccc(C(=O)OC)cc1 (configuration not stated)
[15] O=C(CSc1nc(C2CC2)nc2ccccc12)Nc1ccccc1N1CCOCC1
[16] CC(/C=N/NC(=O)c1cccs1)=C\c1ccccc1
[17] O=C(CN(Cc1ccccc1)C(=O)CSc1nnc(COc2ccccc2)o1)NC1CCCC1
[18] CCOC(=O)CC1C(=O)NCCN1S(=O)(=O)c1ccc(OC)cc1 (configuration not stated)
Assay by compound	13	14	15	16	17	18
HT1080-NT tox	-3%	-2%	0%	-8%	-1%	4%
SW480 rerep	-13%	-2%	?	-8%	0%	0%
HepG2 viability	-8%	-6%	-30%	-20%	6%	0%
MCF10A rerep	0%	-2%	?	-6%	9%	4%
HT1080 IDH1KD tx	1%	5%	-9%	-12%	6%	29%
KB-3-1 cytotox	?	2%	-3%	16%	13%	2%
IL-1B inflam inh	-55*	4	-76*	0	-4	2
S2 tox	i	i	i	i	i	i
ATXN2 expr inh	32%[activator][11.3 µM]	2%	6%	69%[activator]	-5%	5%

Individual results from the list:
cpd 17 | HT1080 IDH1KD tx: 6%
cpd 18 | IL-1B inflam inh: 2
cpd 13 | HT1080 IDH1KD tx: 1%
cpd 15 | HepG2 viability: -30%

Next structures follow:
[19] CC(C)(C)C(=O)COC(=O)c1ccc2c(c1)C(=O)N(Cc1ccco1)C2=O
[20] CC(=O)N(Cc1cc(=O)[nH]c2ccccc12)c1ccc(C)cc1C
[21] CCN(C[C@H]1N[C@@](Cc2ccccc2)(C(=O)OC)[C@H]2C(=O)N(C)C(=O)[C@@H]12)S(=O)(=O)c1ccc(C(F)(F)F)cc1
[22] CCOC(=O)c1c(C)[nH]c(C(=O)NCc2ccccn2)c1C
[23] COC(=O)c1cnn(-c2nc(-c3ccccc3)cs2)c1N
[24] CCc1cccc(C)c1NC(=O)CN(C)Cc1ccccc1F
Assay by compound	19	20	21	22	23	24
HT1080-NT tox	19%	-2%	-14%	15%	-3%	0%
SW480 rerep	1%	-6%	7%	-77%[inhibitor]	-3%	0%
HepG2 viability	17%	6%	-11%	11%	-12%	-12%
MCF10A rerep	-23%	-17%	?	-12%	6%	17%
HT1080 IDH1KD tx	19%	-12%	-27%	12%	-4%	-5%
KB-3-1 cytotox	-2%	9%	0%	13%	3%	?
IL-1B inflam inh	4	1	-25	1	18	0
S2 tox	i	i	?	i	i	i
ATXN2 expr inh	-5%	0%	0%	22%	20%	-5%

Molecules listed so far containing an aryl methoxy group:
[1] COc1ccc(NC(=O)c2sc(NC(=O)COc3ccccc3)nc2C)cc1
[6] COc1ccccc1NC(=O)C1=C(C)NC(SCC(=O)Nc2ccc(C(=O)O)cc2)=C(C#N)C1c1cccs1 (configuration not stated)
[18] CCOC(=O)CC1C(=O)NCCN1S(=O)(=O)c1ccc(OC)cc1 (configuration not stated)
Assay by compound	1	6	18
HT1080-NT tox	-27%	-5%	4%
SW480 rerep	10%	1%	0%
HepG2 viability	-15%	1%	0%
MCF10A rerep	-4%	-3%	4%
HT1080 IDH1KD tx	0%	-10%	29%
KB-3-1 cytotox	-12%	11%	2%
IL-1B inflam inh	17	26	2
S2 tox	i	i	i
ATXN2 expr inh	22%	5%	5%

(list continues)
[25] NC(=O)CC(NC(=O)Cc1cccc2ccccc12)c1ccc(NCC2CC2)c([N+](=O)[O-])c1 (configuration not stated)
[26] COc1ccc(CNC(=O)Cn2c(=O)n3nc(-c4ccc(OC)cc4)nc3c3ccccc32)cc1
[27] CC(C)Cn1c(SCC(=O)N2CCc3ccccc3C2)nc(O)cc1=O
[28] COC(=O)C(C(=O)OC)C(c1ccccc1)C(C(=O)c1ccccc1)[N+](=O)[O-] (configuration not stated)
[29] Cc1ccnc(NC(=O)c2ccco2)n1
[30] O=C(COC(=O)CCC(=O)c1ccc(F)cc1)NCc1ccccc1Cl
Assay by compound	25	26	27	28	29	30
HT1080-NT tox	11%	.	-25%	25%	0%	0%
SW480 rerep	-1%	.	-5%	-3%	-1%	-3%
HepG2 viability	-1%	2%	4%	19%	-14%	5%
MCF10A rerep	0%	.	-6%	9%	6%	0%
HT1080 IDH1KD tx	13%	.	-15%	5%	-1%	13%
KB-3-1 cytotox	-8%	-8%	4%	18%	0%	5%
IL-1B inflam inh	19	.	0	26	15	0
S2 tox	i	i	i	i	i	i
ATXN2 expr inh	5%	9%	3%	-2%	4%	0%

[31] COc1cc(Cl)c(C)cc1NC(=O)COC(=O)c1ccc(CN2CCCC2=O)cc1
[32] O=C(O)c1ccccc1N(c1ccccc1)c1ccccc1
[33] CCCN(C(=O)/C=C/c1ccc(S(=O)(=O)N(CC)CC)cc1)C1CCS(=O)(=O)C1 (configuration not stated)
[34] CC(C)(C)N1C(=O)c2ccccc2NC(=O)C1C(=O)NCCc1ccccc1F (configuration not stated)
[35] O=C(CN(Cc1ccccc1)C(=O)CCC(=O)Nc1nccs1)NCc1ccco1
[36] Fc1cccc(Cc2noc(CN3CCCCC3c3ccccn3)n2)c1 (configuration not stated)
Assay by compound	31	32	33	34	35	36
HT1080-NT tox	-18%	13%	4%	20%	5%	2%
SW480 rerep	-9%	-11%	-5%	.	2%	0%
HepG2 viability	9%	-6%	0%	.	-5%	2%
MCF10A rerep	10%	2%	-5%	.	-6%	8%
HT1080 IDH1KD tx	-2%	13%	6%	27%	8%	-3%
KB-3-1 cytotox	-2%	18%	-2%	8%	21%	6%
IL-1B inflam inh	26	.	3	18	0	6
S2 tox	i	.	?	.	i	i
ATXN2 expr inh	-8%	-5%	-4%	.	-5%	-13%

[37] Nc1nc(-c2ccc3c(c2)OCCO3)c(CC(=O)O)s1
[38] O=C(NCc1ccccc1)C1=C[C@H](C2CC2)C[C@H](OCCCCO)O1
[39] O=C(Cn1[nH]c(=O)c2ccccc2c1=O)Nc1cccnc1
[40] CCOC(=O)c1ccc(NC(=S)N(CCCN2CCCCCC2)Cc2ccco2)cc1
[41] Fc1cccc(Cc2noc(CN3CCC(c4ccncc4)CC3)n2)c1
[42] O=C(Cc1cccs1)NCc1ccc(Cl)cc1
Assay by compound	37	38	39	40	41	42
HT1080-NT tox	14%	?	0%	?	-11%	0%
SW480 rerep	6%	4%	-4%	2%	6%	-1%
HepG2 viability	-1%	-4%	6%	-26%	-11%	-8%
MCF10A rerep	0%	-9%	-7%	23%	15%	-11%
HT1080 IDH1KD tx	17%	10%	-7%	?	-24%	3%
KB-3-1 cytotox	-4%	11%	11%	-6%	?	1%
IL-1B inflam inh	-3	-6	45	-66*	23	-6
S2 tox	i	i	i	i	i	i
ATXN2 expr inh	14%	6%	.	-5%	.	8%

[43] COC(=O)Cn1c(CN2CCc3ccccc3C2)nc2c1c(=O)n(C)c(=O)n2C
[44] Cc1nn(-c2ccccc2)c(C)c1-c1ccccc1O
[45] COc1ccc(C(CC(=O)O)NC(=O)C(c2ccccc2)c2ccccc2)cc1 (configuration not stated)
[46] Cc1cccc(COc2ccccc2C(=O)N(C)CC(=O)Nc2cccc(F)c2)c1
Assay by compound	43	44	45	46
HT1080-NT tox	5%	-4%	8%	-3%
SW480 rerep	-9%	?	1%	0%
HepG2 viability	-1%	12%	5%	-25%
MCF10A rerep	0%	?	-7%	-4%
HT1080 IDH1KD tx	2%	-1%	2%	-12%
KB-3-1 cytotox	-8%	-20%	0%	?
IL-1B inflam inh	54	3	7	-27
S2 tox	i	i	i	i
ATXN2 expr inh	3%	-26%	-21%	-2%
